Assay outcomes from PubChem BioAssay.
Pf Dd2 growth = Plasmodium falciparum Dd2 growth inhibition. P. falciparum Dd2 growth, SYBR Green, 72 h. Potency, µM (highest dose often 28.9 µM), for inactives: at the top dose activity, negative = inhibition, most hits filed as inhibitors. 120,000 compounds, 4.3% hits; active = well fitted inhibition curve with a large enough effect; inconclusive = small, poorly fitted or top-dose-only effect; inactive = no such curve, though single readings can be large or run the other way;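 note: plate controls were DMSO vehicle for no effect and reference drug for full effect; nearly all actives have a fitted effect of over 65% in size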
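Readout: SYBR Green fluorescence, 485 nm excitation, 535 nm emission, after ~16 h lysis at 37C. Before that, Dd2-infected red cells (2.5% hematocrit) grew 72 h with compound, 29 uM top final concentration.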
* marks the source's active call; other numbers are inactive results; [ ] = remark or other dose. Potency is the fitted concentration of half-maximal effect. The list is partial; the hit share may differ from the screen's.

Screening Nc1nc2c(s1)CN(C(=O)C1CCC(=O)N(C3CCCC3)C1)CC2 (stereo not given) returned Pf Dd2 growth -12%.
Screening N#C/C(=C/c1ccccc1Cl)c1nc(-c2cc3ccccc3oc2=O)cs1 returned Pf Dd2 growth 1%.
`Clc1ccc2nc(N3CCC(NCCc4cccnc4)CC3)sc2c1` gave Pf Dd2 growth 11µM*.
Screening NC1CCN(Cc2ccc(-c3nc(CCn4cccn4)cc(=O)[nH]3)cc2)CC1 returned Pf Dd2 growth -3%.
`CN(C)C(=O)c1cccnc1OC1CCN(C(=O)Nc2cc(F)cc(F)c2)C1` (stereo not given) gave Pf Dd2 growth -18%.
CN1C(=O)c2cccn2CC1CNC(=O)Nc1ccccc1 (stereo not given) was read as Pf Dd2 growth 8%.
COc1ccccc1N1CCN(S(=O)(=O)c2ccc(-c3cc(C(F)(F)F)on3)s2)CC1 was read as Pf Dd2 growth 31%[activator].
Screening COc1ccc(C(C(=O)O)N2CCN(c3ccc(F)cc3)CC2)c(OC)n1 (stereo not given) returned Pf Dd2 growth 8%.
Screening COc1ccc(CCc2nc(-c3nnn4c3COC(c3ccc(Cl)cc3)C4)no2)cc1 (stereo not given) returned Pf Dd2 growth 53%[activator].
Screening O=C(Nc1nc2n(n1)C(c1ccc(Cl)cc1)C=C(c1ccccc1)N2)c1ccco1 (stereo not given) returned Pf Dd2 growth 13µM*.
Cc1cccc(-n2nnnc2S(C)(=O)=O)c1 was read as Pf Dd2 growth 11µM*.
Screening CCNc1ncnc2sc3c(c12)CCN(Cc1ccncc1)C3 returned Pf Dd2 growth 13µM*.
COC(=O)c1ccc(Cl)cc1NC(=O)Nc1nnc(N(C)Cc2ccccc2)s1 was read as Pf Dd2 growth -30%.
O=C(c1ccc2cncn2c1)N1CCOCC1 was read as Pf Dd2 growth -9%[44.1 µM].
Screening O=C(CSc1nc(=O)n(Cc2ccco2)c2c1CCC2)NCc1ccccc1 returned Pf Dd2 growth 29%.
For Cc1nn2c(C)c(C(=O)NC(C)(C)C)cnc2c1-c1ccc(F)cc1 the results were Pf Dd2 growth 5%.
COc1cc2c(-c3ccccc3)c(C)oc2cc1CN1CCC2(CC1)C(=O)N(C(C)C)C(=O)N2C was read as Pf Dd2 growth -9%.
Screening COc1ccc(C)cc1NC(=O)c1ccc2c(c1)C(O)CCCCCN2C (stereo not given) returned Pf Dd2 growth inconclusive.
Screening COc1cc2nc(NCCc3cccc(C)c3)n3nc(-c4ccccc4)nc3c2cc1OC returned Pf Dd2 growth 0.5µM*.
For COc1ccc(CN2Cc3cc(NC(=O)Cc4ccc(F)cc4)ccc3OC(C)C2=O)cc1 (stereo not given) the results were Pf Dd2 growth -22%.

Brought forward from above: seven compounds; new compounds follow.
O=C(c1ccc2cncn2c1)N1CCOCC1 was read as Pf Dd2 growth -9%[44.1 µM].
Screening O=C(CSc1nc(=O)n(Cc2ccco2)c2c1CCC2)NCc1ccccc1 returned Pf Dd2 growth 29%.
For Cc1nn2c(C)c(C(=O)NC(C)(C)C)cnc2c1-c1ccc(F)cc1 the results were Pf Dd2 growth 5%.
COc1cc2c(-c3ccccc3)c(C)oc2cc1CN1CCC2(CC1)C(=O)N(C(C)C)C(=O)N2C was read as Pf Dd2 growth -9%.
Screening COc1ccc(C)cc1NC(=O)c1ccc2c(c1)C(O)CCCCCN2C (stereo not given) returned Pf Dd2 growth inconclusive.
Screening COc1cc2nc(NCCc3cccc(C)c3)n3nc(-c4ccccc4)nc3c2cc1OC returned Pf Dd2 growth 0.5µM*.
For COc1ccc(CN2Cc3cc(NC(=O)Cc4ccc(F)cc4)ccc3OC(C)C2=O)cc1 (stereo not given) the results were Pf Dd2 growth -22%.
For CSc1cccc(NC(=O)NC[C@H]2C[C@@H]3CCN2C[C@@H]3CN2CCOCC2)c1 the results were Pf Dd2 growth inactive.
Screening Cc1cc(C(=O)N2CCC(CCOc3ccc(F)cc3)C2)c(C)n1Cc1ccc(F)cc1 (stereo not given) returned Pf Dd2 growth -13%.
For CCc1ccc([S+](=O)([O-])c2nnn3c2nc(NCCCOC(C)C)c2ccccc23)cc1 the results were Pf Dd2 growth inconclusive.
`N#Cc1cccc(CN2CCc3nc(C(=O)Nc4cccc(C(F)(F)F)c4)oc3CC2)c1` gave Pf Dd2 growth -50%.
`Cc1cccc(CS(=O)(=O)Cc2ccc(C(=O)NCc3ccc(Cl)cc3)o2)c1` gave Pf Dd2 growth 8%.
`O=[S+]([O-])(c1ccccc1)N1CC2(COCCN(CC3CC3)C2)C1` gave Pf Dd2 growth -13%[44.1 µM].
`COc1ncccc1-c1ncc2c(n1)OCCN(Cc1ccccc1)C2=O` gave Pf Dd2 growth -19%[44.1 µM].
Screening Oc1c(C(c2ccccc2Cl)N2CCOCC2)sc2nc(-c3ccco3)nn12 (stereo not given) returned Pf Dd2 growth 127%[activator].
O=C(c1cccc(F)c1)N1CCCC(n2cc(-c3nc(C4CC4)no3)nn2)C1 (stereo not given) was read as Pf Dd2 growth -22%.
Screening Cc1ccc(C(=O)NC[C@H]2O[C@@H](CC(=O)N3CCOCC3)[C@H](O)[C@@H]2O)cc1 returned Pf Dd2 growth 9%[44.1 µM].
COc1ncccc1Nc1ncc(-c2ccccc2)c2c1OCC2 was read as Pf Dd2 growth 0%[44.1 µM].
For COc1ccc(CCC(=O)NC2CCN(C(=O)N3CC4CC(C3)[C@H]3CCCC(=O)N3C4)CC2)cc1 (stereo not given in full) the results were Pf Dd2 growth -14%.
Screening CC[C@H]1CN2CC[C@H]1C[C@@H]2CNC(=O)c1ccc(N(C)C)cc1 returned Pf Dd2 growth -24%[44.1 µM].
`COc1cccc(NC(=O)C2CCN(c3ccc(Sc4ccc(C)cc4)nn3)CC2)c1` gave Pf Dd2 growth 7%.
COc1ccc(CC(=O)Nc2cc(-c3cn4cccnc4n3)ccc2OC)cc1 was read as Pf Dd2 growth inconclusive.
Screening CNC(=O)C(C)(C)N1CCC[C@H]1C(=O)NC1CCCCC1 returned Pf Dd2 growth 3%[44.1 µM].
CC(C)c1ccc(NC(=O)c2ccc(F)c(S(=O)(=O)N3CCc4ccccc4C3)c2)cc1 was read as Pf Dd2 growth -18%.
Screening COc1ccccc1NC(=O)C(=O)NCCc1csc(-c2cccc(F)c2)n1 returned Pf Dd2 growth inconclusive.
For NC(=O)c1cnc2n1CCN(C(=O)CCNC(=O)c1ccc(F)cc1)C2 the results were Pf Dd2 growth 10%.
O=C(C1CC1)N1CCC2(CC1)C(=O)NCN2Cc1ccc(Cl)cc1 was read as Pf Dd2 growth -9%.
`CCNC(=O)C1C(c2ccc(NC(=O)c3cccc(Cl)c3)cc2)OC(=O)N1Cc1ccc(C)cc1` (stereo not given) gave Pf Dd2 growth inactive.
`CN1C(=O)CC(C(=O)O)C12CCN(Cc1ccc3c(c1)OCCO3)CC2` (stereo not given) gave Pf Dd2 growth 4%.
For O=C1NC2(Cc3ccccc31)CN(Cc1ccc(F)cc1)C2 the results were Pf Dd2 growth -13%[44.1 µM].
For COc1cc(OC)cc(-c2nc3nc(C)c(CCC(=O)Nc4ccc(Cl)cc4)c(C)n3n2)c1 the results were Pf Dd2 growth -5%.
For COc1ccc(NC(=O)N2CCC(N3CC4CC(C3)[C@H]3CCCC(=O)N3C4)CC2)cc1OC (stereo not given in full) the results were Pf Dd2 growth 3%.
`CCOc1ccc(S(=O)(=O)N2CCN(c3ccc(C)cc3C)CC2)c2ccccc12` gave Pf Dd2 growth 10%.
For O=C(Nc1ccc(Br)cc1)c1cc(S(=O)(=O)NC2CCCC2)ccc1F the results were Pf Dd2 growth inconclusive.
For CCC(Oc1ccc(F)cc1)C(=O)Nc1nc2c(s1)CCCC2 (stereo not given) the results were Pf Dd2 growth inactive.
COc1ccc2[nH]c(C(=O)N[C@@H]3CN(S(C)(=O)=O)C[C@H]3CN(C)C)cc2c1 was read as Pf Dd2 growth 66%[activator].
CCOC(=O)c1ccccc1NC(=O)CSc1cn(CC(=O)N2CCOCC2)c2ccccc12 was read as Pf Dd2 growth -22%.
`CCc1nc2nc(C)cc(Nc3cc(C)ccc3C)n2n1` gave Pf Dd2 growth 1%.
Cc1ccc(CN2C(=O)C(O)(c3c[nH]c4ccccc34)c3cc(Cl)ccc32)cc1 (stereo not given) was read as Pf Dd2 growth inconclusive.
For O=C(NCCc1cnc2ccccn12)C1CC2(CCNCC2)CN1 (stereo not given) the results were Pf Dd2 growth -11%.
For CC(=O)Nc1ccc(CNC2(Cc3cc(CN(C)C)on3)COC2)cc1 the results were Pf Dd2 growth -7%[44.1 µM].
`COc1cc2c(cc1CN1CCCC(O)(CN(C)C)C1)OCCCO2` (stereo not given) gave Pf Dd2 growth -18%.
`O=C1NC2(CCCN(Cc3cccnc3)C2)COc2ccccc21` (stereo not given) gave Pf Dd2 growth inactive.
For COC[C@@H]1CN(C(=O)Cc2cccc(OC)c2)C[C@H]1c1ccccn1 the results were Pf Dd2 growth -3%.
`CN(C)[C@@H]1C[C@H](Cn2cc(C3CC3)nn2)[C@@H](O)[C@H]1O` gave Pf Dd2 growth -9%[44.1 µM].
O=C1NCCCN1C1CCN(Cc2ccccn2)CC1 was read as Pf Dd2 growth -9%[44.1 µM].
Screening COc1cccc(-c2nnc(-c3ccccc3NC(=O)c3cccc(C(F)(F)F)c3)o2)c1 returned Pf Dd2 growth 16%.
For CCOC(=O)c1c(C)[nH]c(C)c1S(=O)(=O)N1CCCC(C(=O)Nc2ccccc2OCC)C1 (stereo not given) the results were Pf Dd2 growth 0%.
`Cn1c(=O)oc2cc(S(=O)(=O)Nc3ccc(O)cc3)ccc21` gave Pf Dd2 growth inactive.
Screening Cc1ccc(-n2ncc(C(=O)NCc3ccc4c(c3)OCO4)c2C2CCN(C(=O)OC(C)(C)C)CC2)c(C)c1 returned Pf Dd2 growth inconclusive.
Screening CCN(c1ccc(OC)cc1)S(=O)(=O)c1nnc(NC(=O)COc2ccc(F)cc2)s1 returned Pf Dd2 growth -14%.
For O=C(Cn1nc2c(cc1=O)CCCC2)Nc1cccc(-c2ncn[nH]2)c1 the results were Pf Dd2 growth -34%.
CC(C)Cc1noc(CN(C)C(=O)c2cc(C(C)C)n3ncnc3n2)n1 was read as Pf Dd2 growth -4%.
`O=C1CC2(CCN(S(=O)(=O)c3cccs3)CC2)Oc2cc(Cl)ccc21` gave Pf Dd2 growth inconclusive.
Screening CCCCN(C)CCNC(=O)C1CCN(c2nc3ccc(CC)cc3s2)CC1 returned Pf Dd2 growth 10µM*.
For COc1ccc(C(=O)N2C[C@@H](F)[C@@H](OCc3nc4ccc(F)cc4[nH]3)C2)cc1 the results were Pf Dd2 growth inconclusive.
Cc1nc([C@H]2CCN(Cc3ccoc3)C[C@H]2NC(=O)C2CC2)n[nH]1 was read as Pf Dd2 growth 4%.
`COCCN1C[C@H]2CN(C(=O)C3CCC3)C[C@@]2(C(=O)O)C1` gave Pf Dd2 growth -4%.
Screening COCCNC(=O)CCCN1C(=O)CCn2nc(-c3cccn3C)cc21 returned Pf Dd2 growth 64%[activator].
`O=C(NC[C@H]1O[C@@H]2C[C@@H](CC(=O)N3CCC(F)(F)C3)O[C@@H]2[C@@H]1O)Nc1cccc(Cl)c1` gave Pf Dd2 growth inactive.
Cc1noc(-c2cccs2)c1C(=O)NC1CCc2ccccc21 (stereo not given) was read as Pf Dd2 growth -4%.
For CNC(=O)C1(N2CCC[C@H]2C(=O)N2CCC(C)CC2)CCCCC1 the results were Pf Dd2 growth inconclusive.
For CC(=O)Nc1ccc(NC(=O)CCNc2c(-c3ccc(F)cc3)nc3cnccn23)cc1 the results were Pf Dd2 growth 8%.
For COc1ccccc1N1CCN(c2csc3ccccc3c2=O)CC1 the results were Pf Dd2 growth -10%.
CO[C@@H]1COCC[C@H]1NC1CCN(c2ncc3ccc(F)cc3n2)CC1 was read as Pf Dd2 growth inconclusive.
Screening Cc1ccccc1OCC1CN(Cc2c[nH]c3ccccc23)C(=O)c2c(ccnc2-c2ccc(OCC(=O)O)cc2)O1 (stereo not given) returned Pf Dd2 growth -14%.
For CCOC(=O)C1=C(C)N=C2SC=C(CC(=O)NCCOC)N2C1c1cccc([N+](=O)[O-])c1 (stereo not given) the results were Pf Dd2 growth -18%.
For CC(C)C(=O)N1CCc2c(n(Cc3ccccc3)n(-c3ccccc3)c2=O)C1 the results were Pf Dd2 growth 6%[44.1 µM].
CC(=O)Nc1cccc(C(=O)N2CCCC(n3cc(-c4nc(C5CC5)no4)nn3)C2)c1 (stereo not given) was read as Pf Dd2 growth inconclusive.
For Cc1ccc(CN(C)CC(=O)N2CC[C@@](C)(O)[C@@H](O)C2)cc1 the results were Pf Dd2 growth -5%.
Screening CN(C(=O)c1ccc2ccccc2n1)C1CCc2nn(CC3CC3)c(=O)n2CC1 (stereo not given) returned Pf Dd2 growth -18%.
O=C(Nc1ccc(Cl)cc1)c1nc2c(o1)CCN(Cc1cccc(F)c1)CC2 was read as Pf Dd2 growth inconclusive.
COc1ccc(NC(=O)Cn2c(=O)n(Cc3nc(-c4ccccc4)no3)c(=O)c3cc4c(cc32)OCO4)c(OC)c1 was read as Pf Dd2 growth 9%.
Screening Cc1nc(-c2ccccc2)n(Cc2ccc(F)cc2F)c(=O)c1CCO returned Pf Dd2 growth inactive.
`CC(=O)NCCNC[C@@H]1C=C(C)[C@H](Cc2nnc(-c3cncn3C)o2)C[C@H]1C(C)C` gave Pf Dd2 growth inconclusive.
For COc1cccc([C@@H]2CN(C(=O)CCCC(=O)O)C[C@H]2C(=O)O)c1 the results were Pf Dd2 growth 20%.
